# hgDAF12 agonist – agonists of H. glycines DAF-12 nuclear receptor. 1.8% of 370,000 active. HEK293 GAL4-hgDAF12 UAS-luciferase reporter, agonist luminescence; normalized to butyrate control. AID 687014. activation, % at 6.8 µM;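 active = activation above a cutoff set at the mean of all screened compounds plus 3 SD, cut at about 10% in these data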;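 note: 0% = DMSO wells and 100% = sodium butyrate wells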
# hcDAF-12 act – H. contortus DAF-12 activation, primary screen; HEK293 hcDAF-12 lit1-tk-luc reporter, luminescence; 0% DMSO, 100% Δ7-dafachronic acid; activation, % at 6.8 µM; 1.4% of 370,000 active; AID 652067;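 active = activation above the mean of all tested compounds plus 3 SD, cut at about 5.5% in these data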;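 note: 100% = response to 3 µM Δ7-dafachronic acid high control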
# SMARCA2 act – SMARCA2 function activation, primary screen; activation, % at 9.1 µM; AID 652017; 1% of 370,000 active; MG213 cells, MMTV-luciferase reporter, dexamethasone, overnight; in the data active = activation above about 7.8%;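 note: 0% = vehicle wells and 100% = reference activator wells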
# sPLA2-III inh – Inhibits HGIII-sPLA2 liposome hydrolysis, primary screen | Q9NZ20 | inhibition, % at 12.2 µM | AID 743126 | 0.56% of 370,000 active | QFRET BODIPY PC-A2 liposome hydrolysis, fluorescence;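 active = inhibition above mean plus 3 SD of compounds lying within the high and low control bounds, cut at about 19% in these data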;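 note: 0% = median of test compound wells and 100% = no enzyme DMSO wells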
# Target sequence (Q9NZ20 whole entry, looked up): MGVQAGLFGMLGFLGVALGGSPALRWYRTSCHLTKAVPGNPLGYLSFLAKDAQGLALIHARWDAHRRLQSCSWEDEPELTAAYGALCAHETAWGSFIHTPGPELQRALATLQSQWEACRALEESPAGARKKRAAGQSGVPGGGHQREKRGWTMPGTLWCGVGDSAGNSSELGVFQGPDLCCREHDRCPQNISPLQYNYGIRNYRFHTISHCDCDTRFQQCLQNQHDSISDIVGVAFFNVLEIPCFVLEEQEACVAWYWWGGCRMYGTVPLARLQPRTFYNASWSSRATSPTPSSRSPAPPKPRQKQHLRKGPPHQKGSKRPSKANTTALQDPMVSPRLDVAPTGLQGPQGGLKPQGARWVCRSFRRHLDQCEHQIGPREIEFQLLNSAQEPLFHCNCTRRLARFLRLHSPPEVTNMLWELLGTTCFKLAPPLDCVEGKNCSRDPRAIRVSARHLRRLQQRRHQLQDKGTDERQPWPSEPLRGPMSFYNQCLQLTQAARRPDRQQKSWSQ
# GC-A act – GC-A (human) enzyme activation; HEK293 GC-A cells, cGMP TR-FRET, EC30 ANP; 0% at EC30 ANP, 100% saturating ANP; P16066; AID 1671463; activation, % at 10 µM; 0.14% of 370,000 active; in the data active = activation above about 40%
# DAX1 inh-1 – inhibitors of DAX1 repression of SF-1 activated StAR promoter; HEK293T StAR-luciferase reporter, SF-1/DAX-1 repression relief; inhibition, % at 6.8 µM; 1.1% of 370,000 active; AID 652010;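 active = inhibition above the mean over all tested compounds plus 3 SD, cut at about 3.6% in these data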;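 note: 0% = DAX-1 cells with DMSO and 100% = cells lacking DAX-1 with DMSO; higher inhibition means more luminescence from relief of DAX-1 repression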
# proKLK7 act – activators of human kallikrein-7 zymogen | P49862 | 0.9% of 370,000 active | activation, % at 7 µM | purified proKLK7, EDANS-DABCYL substrate fluorescence; 100% is mature enzyme control, 0% vehicle;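 active = activation above the mean of all tested compounds plus 3 SD, computed per campaign excluding outliers beyond control limits, cut at about 13% in these data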
# Target sequence (P49862 whole entry, looked up): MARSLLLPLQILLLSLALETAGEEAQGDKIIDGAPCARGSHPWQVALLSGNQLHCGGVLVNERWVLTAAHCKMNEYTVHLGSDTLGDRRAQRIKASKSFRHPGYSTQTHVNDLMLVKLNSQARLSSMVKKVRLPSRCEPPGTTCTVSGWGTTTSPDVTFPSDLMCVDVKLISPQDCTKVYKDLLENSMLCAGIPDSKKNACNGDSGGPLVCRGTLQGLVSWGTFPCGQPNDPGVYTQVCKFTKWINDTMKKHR
# FXN GAA850 act – increases GAA850 frataxin promoter reporter activity; HEK293 lucGAA850 FXN promoter luciferase reporter, 24 h; percent of 10 µM SAHA response; activation, % at 6 µM; 0.56% of 360,000 active; AID 540364;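 active = activation above the average of all compounds screened plus 3 SD, cutoff fixed separately per campaign, cut at about 7.5% in these data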;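 note: 0% = DMSO wells and 100% = 10 µM SAHA wells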
# DAX1 inh-2 – NR0B1 (DAX1) inhibition. P51843. HEK293 Gal4-DAX1 luciferase reporter, luminescence. inhibition, % at 6.75 µM. 0.99% of 340,000 active. AID 504766;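 active = inhibition above the mean over all tested compounds plus 3 SD, cut at about 4.2% in these data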;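 note: 0% = DAX1-transfected cells with DMSO and 100% = empty-vector control cells with DMSO; inhibition shows as a rise in luminescence from relieved DAX1 repression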
# Target sequence (P51843 207-470 limits assumed): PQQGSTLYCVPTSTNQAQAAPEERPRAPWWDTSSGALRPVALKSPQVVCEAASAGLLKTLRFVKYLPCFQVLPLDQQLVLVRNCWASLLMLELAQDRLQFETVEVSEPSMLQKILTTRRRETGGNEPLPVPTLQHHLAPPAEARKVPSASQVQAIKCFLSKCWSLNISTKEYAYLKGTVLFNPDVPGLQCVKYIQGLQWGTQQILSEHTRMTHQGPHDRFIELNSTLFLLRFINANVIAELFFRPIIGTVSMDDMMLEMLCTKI
# ssDAF-12 act – activates DAF-12 receptor from parasite S. stercoralis; HEK293 ssDAF-12/GRIP1 lit1-tk-luc reporter, luminescence; % of 3 µM dafachronic acid response; activation, % at 6.8 µM; 1% of 370,000 active;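 active = activation above the mean over all tested compounds plus 3 SD, cut at about 0.9% in these data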;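 note: 0% = DMSO-only wells and 100% = 3 µM delta7-dafachronic acid wells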
# NPR2 activator – GC-B (human) receptor activation; P20594; HEK293-GC-B cells, CNP EC30, cGMP TR-FRET; 0% at EC30 CNP, 100% saturating CNP; activation, % at 10 µM; 0.11% of 370,000 active; AID 1920062;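 active = activation at 10 µM reaching about 35% in either raw or pattern-adjusted values, limit read from the data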
# Starred values were filed as active, the others as inactive; . = no result given.
Molecule	hgDAF12 agonist	hcDAF-12 act	SMARCA2 act	sPLA2-III inh	GC-A act	DAX1 inh-1	proKLK7 act	FXN GAA850 act	DAX1 inh-2	ssDAF-12 act	NPR2 activator
C=CCn1c(N)c(C(=O)NCc2ccco2)sc1=S	-0.3	-1.4	3	-6	4	-0.8	0.2	-2.0	0.2	-1.5	4
Cc1ccc2c(c1)C1(C(=O)N2C)N2CC3(C)CN1CC(C)(C2)C3=O (stereo not given)	-0.9	-0.6	1	0	1	-0.3	-0.4	0.8	0.2	-1.3	0
CCOC(=O)c1c(NC(=O)c2cc3n(n2)C(C(F)(F)F)CC(c2ccccc2)N3)sc(C)c1C (stereo not given)	2.4	-0.7	-1	1	0	-0.4	0.7	-1.9	-1.2	-0.9	2
Cc1nn(Cc2c(Cl)cccc2Cl)c(C)c1NC(=O)Cn1nc([N+](=O)[O-])c(Cl)c1C	-0.2	-0.4	-5	12	-4	-0.5	0.0	0.8	0.2	-1.6	7
Cc1cc(C(=O)COC(=O)Cc2n[nH]c(=O)c3ccccc23)c(C)n1-c1cccc(C(F)(F)F)c1	-2.6	-3.9	-4	-20	-8	-1.0	0.2	1.8	-1.9	-2.4	0
COc1ccccc1C(=O)CN1C(=O)NC2(CCCCCC2)C1=O	-2.7	-1.8	-4	17	1	-0.3	-0.2	0.1	1.7	-0.9	1
COc1ccc(CNCC(O)COCc2cccs2)cc1 (stereo not given)	-0.8	0.0	1	-1	0	0.2	-0.5	-1.9	2.0	-1.7	0
N#CC1(NC(=O)COC(=O)c2ccc(Cl)nc2)CCCCC1	-0.5	-0.9	-1	6	-6	1.9	-0.2	-1.6	-0.4	0.2	4
CCCc1cc(=O)oc2cc(C)cc(OCC(=O)NCc3cccnc3)c12	0.8	-2.4	-2	3	-13	-5.2	4.7	-1.3	0.1	-1.5	-12
O=[N+]([O-])c1cccc(-c2noc(-c3ccco3)n2)c1	12*	3.5	2	1	-6	0.9	0.1	5.0	1.5	-0.9	0
Cc1ccc(-n2ccnc2SCC(=O)c2c(N)n(C3CC3)c(=O)[nH]c2=O)cc1C	-1.0	-0.6	-1	8	0	0.4	-0.3	-0.2	-0.8	-0.7	4
O=C(CSCc1ccccc1)Nc1ccc(F)cc1F	3.1	-0.3	-1	-1	2	0.8	0.2	-0.1	0.8	-1.6	-5
COc1cc(-n2c(-c3ccccc3)n[nH]c2=S)c(OC)cc1Cl	3.1	1.3	0	12	-6	-0.5	-0.1	3.4	0.2	-0.4	-3
Nc1nonc1-n1nnc(C(=O)N/N=C/c2ccc(OCc3ccccc3)cc2)c1COc1ccc(F)cc1	2.1	-0.6	-1	-5	0	0.3	0.6	-0.8	0.5	-1.0	3
Cc1ccc(C(=O)CN(C(=O)c2ccc(Cl)c(Cl)c2)N2C(=O)C3CCCCC3C2=O)cc1 (stereo not given)	2.2	-0.3	5	2	-2	0.1	0.7	-3.3	1.6	-2.0	-5
COc1ccc(-c2cc(=O)c3c(OC)c(OC)c(OC)c(OC)c3o2)cc1	2.7	-1.1	1	3	6	-1.1	-0.4	2.2	-2.0	-1.7	4
CCc1nnc(NC(=O)c2ccc(COc3ccccc3)o2)s1	1.1	-2.0	-4	-2	2	0.3	0.5	-1.0	0.0	-1.3	-1
COc1ccc(N(CC(=O)NC(C)(C)C)S(=O)(=O)c2ccccc2)cc1OC	0.0	-0.2	1	-3	-1	-0.7	0.4	0.1	0.4	-1.1	-2
COc1cccc(/C=N/NC(=S)NC2CC3CCC2C3)c1OC (stereo not given)	-0.7	-0.9	-2	-2	-2	-0.7	0.5	0.6	2.1	-1.1	-3
Cc1ccccc1CC1(CO)CCCN(C(=O)CCC(F)(F)F)C1 (stereo not given)	-2.0	-0.7	0	17	2	-0.8	-0.2	-0.9	0.7	-0.5	6
O=C(Nc1ccc(-c2nnc(-c3ccccc3)o2)cc1)c1ccc(Br)o1	0.7	-0.4	1	-3	-40	-0.4	-0.5	3.2	1.0	-1.7	-32
CC(=O)Nc1ccc2nc3c(=O)n(C)c(=O)n(C)c3nc2c1	-1.0	-0.4	1	-6	12	0.1	12	1.8	1.6	-1.8	-3
Cn1nnnc1SCC1=C(C(=O)O)N2C(=O)C(NC(=O)Cn3nc(C(F)F)cc3C3CC3)C2SC1 (stereo not given)	-1.7	-0.6	0	-2	6	-0.2	-0.5	-1.6	-0.4	-1.4	1
CC(C)N1CCN(C(=O)c2ccc(OC3CCN(CCc4ccccc4)CC3)cc2)CC1	-0.8	0.3	-2	-2	4	1.5	0.0	2.9	0.0	-0.6	2
CCNC(=O)C1(C)CCCN(Cc2cc3ccccc3o2)C1 (stereo not given)	3.8	0.3	0	10	1	0.7	0.6	-0.1	.	-1.2	-5

# Continuation:
Molecule	hgDAF12 agonist	hcDAF-12 act	SMARCA2 act	sPLA2-III inh	GC-A act	DAX1 inh-1	proKLK7 act	FXN GAA850 act	DAX1 inh-2	ssDAF-12 act	NPR2 activator
Brc1cnc2ccccc2c1N1CCCCC1	-0.2	-0.9	-2	5	-4	0.9	0.1	2.8	2.7	-0.7	-2
CCc1ccc(NS(=O)(=O)c2ccc3[nH]cc(C(=O)N(C)Cc4ccco4)c(=O)c3c2)cc1	0.8	-1.4	3	-16	7	0.1	-0.9	-2.3	0.5	-1.4	2
COCCNC(=O)CN(Cc1ccc(Cl)cc1)S(C)(=O)=O	1.8	0.8	0	3	1	-0.6	0.0	1.3	0.4	-1.2	-1
COc1ccc2cc(-c3[nH]ncc3CN3CCCCO3)ccc2c1	2.5	-0.4	0	-9	0	0.7	-0.7	4.2	0.4	-1.1	2
Cc1ccc(Cl)cc1NS(=O)(=O)N1CCOCC1	-1.1	-0.5	2	1	5	1.3	-0.1	0.2	1.1	-0.6	0
CS(=O)(=O)N(CC(=O)N/N=C/c1cc([N+](=O)[O-])ccc1Cl)c1ccccc1	-1.0	-1.3	0	-8	-1	-0.1	0.0	3.6	-0.9	-1.1	1
CN(C)C(=O)C(=O)c1c(-c2ccccc2)cc2ccccn12	-3.5	-1.9	1	1	-2	1.0	0.0	3.3	1.0	-1.4	11
Cc1onc(-c2ccccc2Cl)c1C(=O)Nc1ccc(S(=O)(=O)Nc2nccs2)cc1	-1.2	-0.1	-1	-37	-1	1.1	-0.1	-0.2	-0.3	-1.6	2
CCNC(=O)CSc1nnc(C2CC2)n1-c1ccccc1	1.8	1.1	-1	-4	-3	0.2	0.1	-2.8	0.4	-1.2	0
COC(=O)c1cc(Br)c(=O)n(-c2ccccn2)c1	-1.9	-1.3	-1	-1	1	-0.7	0.6	-0.1	0.5	-1.1	0
CCOC(=O)c1sc(-c2ccc(Cl)cc2Cl)nc1O	2.4	-0.8	-6	7	11	0.2	-2.7	1.0	0.5	-2.2	-2
CCOc1ccccc1C(=O)N(CCC(=O)OC)c1ccccn1	-0.9	-1.5	-2	3	2	-0.2	0.3	0.7	0.2	-0.7	-3
C=CCNC(=O)C1CCCN(S(C)(=O)=O)C1 (stereo not given)	1.5	1.2	0	3	3	0.3	-0.4	1.6	0.5	-1.6	5
COc1ccc(NC(=S)N(CCc2c(C)[nH]c3ccc(C)cc23)Cc2cccs2)cc1	-1.6	-0.6	-3	-2	-5	-1.1	0.2	-1.2	0.3	-0.6	-6
CCc1ccc(NC(=O)C2CC(=O)Nc3ncnn32)cc1 (stereo not given)	1.8	-1.8	-1	6	0	0.5	0.1	1.6	-1.2	-2.0	2
Nc1nc(-c2ccc3ccccc3c2)cs1	18*	6.4*	2	2	3	12*	-0.1	7.4	1.4	0.2	-2
O=C(Nc1ccc(S(=O)(=O)Nc2ncccn2)cc1)c1ccc(Br)o1	-0.9	1.4	-5	4	4	-0.2	0.1	1.0	-0.9	-1.4	2
O=C(COc1c(Br)cc(Br)c2cccnc12)N1CCCCC1	1.3	0.7	1	-1	5	0.0	0.1	2.3	0.6	-0.4	-4
C=CCc1c(C)nc(SC)nc1Nc1ccc(C)cc1	-4.8	-2.5	-2	-8	7	-0.7	-0.6	-0.2	-0.8	-1.5	6
CCCCCCCCc1nc(SCC(C)=O)n[nH]1	0.4	-0.9	3	-32	5	-0.1	0.2	1.1	-1.3	-1.6	1
Cc1nn(Cc2ccccc2)c(Cl)c1/C=C/C(=O)OCC(=O)N(C)C1CCS(=O)(=O)C1 (stereo not given)	-0.4	-1.4	-2	1	-1	-0.8	0.4	1.6	0.9	-1.4	1
O=C(COC(=O)/C=C/c1ccco1)Nc1ncc(Cl)cc1Cl	-2.4	-1.0	-3	-3	-1	-0.2	-0.1	-0.1	-0.6	-1.1	2
CCCCCNCc1cccc(Br)c1	-1.2	-0.5	-1	2	-20	-0.4	0.1	2.2	0.1	-0.8	-13
COc1ccc(C2(C)C(C#N)C(=O)NC(=O)C2C#N)cc1 (stereo not given)	-0.8	-0.4	3	-5	5	-0.2	0.3	0.9	1.1	-1.6	2
Cc1cccc(Cn2cc(CN3CC(N(C)CCCOC(=O)c4cc(C)cc(C)c4)CS3(=O)=O)nn2)c1 (stereo not given)	-0.9	-5.2	-1	-14	-2	-2.0	0.5	.	.	-1.8	0

# New compounds follow
Molecule	hgDAF12 agonist	hcDAF-12 act	SMARCA2 act	sPLA2-III inh	GC-A act	DAX1 inh-1	proKLK7 act	FXN GAA850 act	DAX1 inh-2	ssDAF-12 act	NPR2 activator
CCS(=O)(=O)N1CCN(C2Cc3ccccc3C2)CC1	-0.8	-1.1	-3	-2	8	0.6	0.6	1.7	0.4	-0.8	5
COc1ccc(C2/C=C\CN(C(=O)CC(C)(C)C)CC(=O)N2Cc2ccc(F)cc2)cc1 (stereo not given)	0.0	-2.5	1	2	-1	-0.2	-0.1	0.0	-1.4	-1.2	-3
COc1ccc(Cl)cc1NC(=O)c1cc(-c2ccccc2O)n[nH]1	0.8	-0.1	-4	-14	0	-0.2	0.1	4.4	1.7	-1.0	1
CCN(C(=O)COC(=O)/C=C/c1ccc(S(=O)(=O)N2CCc3ccccc32)cc1)C1CCS(=O)(=O)C1 (stereo not given)	-1.8	0.8	-3	-11	1	-0.1	0.8	3.2	.	0.5	-1
CC(C)C(=O)N1CCC1(C)C(=O)Nc1nc2ccccc2[nH]1 (stereo not given)	-1.5	-0.5	2	2	4	-0.6	-0.5	-0.9	.	-0.5	0
Cc1ccc(O)c(C(=O)/C=C/c2ccc3c(c2)OCCO3)c1	2.0	0.2	4	4	-8	-0.7	-0.5	-0.1	-0.5	-1.8	-7
Cc1oc(-c2ccc(Cl)cc2)cc1C(=O)/C(C#N)=C/Nc1cccc(OC(F)(F)F)c1	0.2	0.3	0	-20	4	0.6	0.0	0.1	2.2	-1.1	-6
CC(C)Cn1c(N)c(C(=O)COC(=O)c2cc(C(F)(F)F)nc3ccccc23)c(=O)n(C)c1=O	0.7	-1.2	0	3	2	0.0	0.2	.	.	-1.1	7

# Screening results (PubChem BioAssay)

# No enrichment for hits (roughly 6.7% active in at least one column).
